TGFb inhibitor = inhibitors of TGF-b signaling; AID 588855; Potency, µM (top dose mostly 46.1 µM), without a hit: top-dose activity, negative = inhibition, hits mostly inhibitors; 410,000 compounds, 1.2% hits; HepG2 CAGA-GFP TGF-b/SMAD3 reporter, GFP fluorescence, 18 h; TGF-beta stimulated, 500 pg/mL final; further: on the % scale 0 is the no-effect control and ±100 the full control effect; nearly all actives have a fitted effect of over 65% in size
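First, reporter cells (HEPG2 CAGA-GFP) rested 2 h at 37 degrees C. Next, compounds were pinned in and TGF-beta added to 500 pg/mL final. After 18 h, GFP was imaged per cell and summed per well.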
HepG2 tox = kills HepG2 cells in TGF-b inhibitor counter-screen; HepG2 CAGA-GFP viability, ATP luminescence, 18 h; Potency, µM (highest dose often 46.1 µM), for the others: top-dose activity change, negative = cytotoxicity, usual class: cytotoxic; 410,000 compounds, 0.76% hits; further: some results filed as inactive show a strong effect at the top dose
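HepG2 CAGA-GFP cells (1000/well, DMEM with 1% FBS) received compound, then TGF-beta at 500 pg/mL final, and were incubated 18 hours at 37 degrees C. Viability was read by CellTiter-Glo luminescence. Media-only wells were set as complete cell-killing and DMSO as no toxicity.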
Nrf2 ARE act = activates Nrf2 signaling. AREc32 ARE-luciferase reporter (MCF7-derived line), luminescence, 24 h. 410,000 compounds, 0.31% hits. Potency, µM (doses to about 46.1 µM), for the others: at the highest dose activation, most hits filed as activators; further: % of control where 0% means no effect; nearly all actives have a fitted effect of over 65% in size
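Nrf2 activation is followed as ARE-luciferase induction in the AREc32 line after one day of compound treatment; luminescence is read with Steady-Glo.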
A549 tox = A549 cytotoxicity, counter-screen for Nrf2 inhibitors; A549 ARE-Fluc cells, CellTiter-Fluor viability, 18-24 h; Potency, µM (highest dose often 46 µM), for the others: at the highest dose activity change, negative = cytotoxicity, actives largely listed as inhibitors; 390,000 compounds, 0.16% hits; AID 504648; further: on the % scale 0 is the no-effect control and ±100 the full control effect
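A549 ARE-Fluc cells in 5% FBS OPTI-MEM, 5000 cells/well, rested 2 h then exposed to compounds in concentration-response for 18-24 h at 37 °C. Viability by CellTiter-Fluor fluorescence (Ex 405/Em 525) after 30 min; luciferase luminescence (BugLite, 15 min, RT) read afterwards.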
ATXN viability = viability counter-screen for ATXN expression inhibitors; S2 cells (HEK-293 line with an ATXN2-luciferase reporter) viability, CellTiter-Fluor protease fluorescence, 24 h; Potency, µM (series often up to 56.7 µM), hits mostly cytotoxic; 400,000 compounds, 0.49% hits; further: nearly all actives have a fitted effect of over 40% in size
Nrf2 inh = blocks Nrf2 signaling; A549 ARE-Fluc reporter, luciferase luminescence, 18-24 h; Potency, µM (top dose mostly 46 µM), without a hit: at the top dose activity change, negative = inhibition, most hits filed as inhibitors; 360,000 compounds, 2.1% hits; AID 504444; further: on the % scale 0 is the no-effect control and ±100 the full control effect; nearly all actives have a fitted effect of over 60% in size
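Two sequential reads on A549 ARE_Fluc cells exposed to compound for 18-24 h: a CellTiter-Fluor fluorescence read for viability, then a luciferase luminescence read for Nrf2/ARE activity.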
EPAC2 antag = antagonists of human EPAC2; EPAC2 GEF exchange of Rap1B-BODIPY-GDP, fluorescence; AID 720708; Potency, µM (doses to about 114 µM), for the others: top-dose activity, negative = inhibition, hits mostly inhibitors; 360,000 compounds, 0.18% hits; Q8WZA2; further: on the % scale 0 is the no-effect control and ±100 the full control effect; nearly all actives have a fitted effect of over 45% in size; many of its hits are not listed in these tables
Target sequence (Q8WZA2 whole entry, looked up): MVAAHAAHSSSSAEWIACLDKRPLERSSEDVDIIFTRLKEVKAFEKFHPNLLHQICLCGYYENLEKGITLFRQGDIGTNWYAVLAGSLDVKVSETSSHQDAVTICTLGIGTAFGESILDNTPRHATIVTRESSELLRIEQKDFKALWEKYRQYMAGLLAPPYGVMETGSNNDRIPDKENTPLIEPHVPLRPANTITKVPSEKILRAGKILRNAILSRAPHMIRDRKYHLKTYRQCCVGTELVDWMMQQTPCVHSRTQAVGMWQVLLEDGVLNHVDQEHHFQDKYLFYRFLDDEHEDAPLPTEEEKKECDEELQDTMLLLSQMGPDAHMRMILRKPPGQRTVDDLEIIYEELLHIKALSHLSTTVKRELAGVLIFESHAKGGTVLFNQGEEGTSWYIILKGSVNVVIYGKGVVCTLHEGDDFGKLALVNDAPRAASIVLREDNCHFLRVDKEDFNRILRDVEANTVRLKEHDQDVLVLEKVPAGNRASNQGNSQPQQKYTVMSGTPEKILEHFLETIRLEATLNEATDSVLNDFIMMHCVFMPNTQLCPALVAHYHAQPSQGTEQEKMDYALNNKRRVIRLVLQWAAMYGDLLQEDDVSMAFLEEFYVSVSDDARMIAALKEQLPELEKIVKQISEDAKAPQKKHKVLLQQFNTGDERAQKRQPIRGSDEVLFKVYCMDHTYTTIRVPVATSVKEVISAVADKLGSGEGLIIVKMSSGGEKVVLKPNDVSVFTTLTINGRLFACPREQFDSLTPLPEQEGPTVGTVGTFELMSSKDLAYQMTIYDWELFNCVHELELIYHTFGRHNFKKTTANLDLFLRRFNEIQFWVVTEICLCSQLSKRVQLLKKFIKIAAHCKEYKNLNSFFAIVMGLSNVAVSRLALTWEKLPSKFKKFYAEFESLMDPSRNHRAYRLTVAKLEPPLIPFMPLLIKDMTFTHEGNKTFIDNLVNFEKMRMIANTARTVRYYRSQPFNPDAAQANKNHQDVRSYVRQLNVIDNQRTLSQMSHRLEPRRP
MCF10A rereplic = DNA re-replication induction in MCF 10a cells; AID 624296; Potency, µM (top dose mostly 46.1 µM), without a hit: at the top dose activity, positive = re-replication, actives largely listed as activators; 350,000 compounds, 2.9% hits; MCF 10A DNA re-replication, Hoechst nuclear intensity, 48 h; further: % of control where 0% means no effect; nearly all actives have a fitted effect of over 50% in size
ATXN2 expr inh = reduces ATXN2 reporter expression in HEK-293 cells; Potency, µM (highest dose often 57 µM), for inactives: top-dose activity change, negative = inhibition, hits mostly inhibitors; HEK-293 ATXN2-luciferase reporter, luminescence, 24 h; 360,000 compounds, 0.72% hits; further: on the % scale 0 is the no-effect control and ±100 the full control effect; nearly all actives have a fitted effect of over 55% in size
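ATXN2-luciferase reporter cells (luciferase flanked by upstream and downstream ATXN2 gene portions) were treated 24 h at 37 °C with compounds at up to 57 uM. SteadyGlo luminescence gave expression; GF-AFC fluorescence gave viability.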
* marks the source's active call; other numbers are inactive results; i = inactive; u = inconclusive; x = no result given; [ ] = dose if it differs, or a comment. The call rests on the fitted dose curve; in most records, active means well fitted curve in the direction sought with a large enough effect; inconclusive means small, poorly fitted or top-dose-only effect, or another doubt; inactive means no such curve, though single readings can be large; an effect the other way counts as inactive or inconclusive. Potency means the concentration at half of the fitted maximal effect. The list is partial, so the mix of outcomes need not match the whole.

SMILES	TGFb inhibitor	HepG2 tox	Nrf2 ARE act	A549 tox	ATXN viability	Nrf2 inh	EPAC2 antag	MCF10A rereplic	ATXN2 expr inh
CCOC(=O)c1scc(-c2ccc(C)cc2)c1S(=O)(=O)N1CCN(c2ccccc2)CC1	-26%	-8%	0.0%	19%	i	2%	x	x	-21%
Cc1cc(C)n(CC(C)NC(=O)c2cc(COc3ccc(F)c(F)c3)on2)n1 (centres undefined)	-18%	-26%	4.9%	-2%	u	37%	-11%	u	x
CC(C)C(NCc1c(Cl)cccc1Cl)C(=O)O (centres undefined)	18%	2%	-0.1%	3%	i	x	-2%	1%	3%
CC(C)CNC(=O)C(=O)N/N=C/c1cccs1	-8%	-15%	-0.6%	-5%	i	u	14%	-4%	32%
Cc1ccccc1C(=O)c1c[nH]c(C(=O)N=CN(C)C)c1	-7%	-3%	0.0%	-13%	i	6%	8%	-3%	-21%
OCc1ccccc1-c1cccc2nccn12	12%	-5%	-0.2%[9.22 µM]	x	i	x	22%	x	8%
O=C(NCC1COc2ccccc2O1)C1CCN(S(=O)(=O)c2cccc3nsnc23)CC1 (centres undefined)	-17%	10%	0.1%	9%	i	-21%	1%	-1%[9.22 µM]	-16%
COc1ccc(C(=O)NCCn2cc(SCC(=O)NCC3CCCO3)c3ccccc32)cc1 (centres undefined)	-4%	-8%	1.4%	-11%	i	-28%	-5%	u	28%
O=C(c1ccccc1)C1CCN(C(=O)c2ccco2)CC1	-14%	-31%	-0.5%	3%	i	u	-1%	-7%	-5%
CC(C)Oc1ccc(C(=O)OCC(=O)NCCNC(=O)COC(=O)c2ccc(OC(C)C)cc2)cc1	-25%	-59%	-0.9%	3%	i	1%	-5%	-1%	1%
CCCc1nnc(NC(=O)c2nc(S(=O)(=O)Cc3cccc(C)c3)ncc2Cl)s1	u	-99%	5.6%	-13%	x	0%	5%	u	u
COc1ccc(C(=S)N2CCOCC2)cc1OC(=O)c1ccc(C)cc1	-4%	-3%	-0.2%	4%	i	u	-8%	-19%	1%
COc1ccc(C2C(C(N)=O)=C(C)Nc3nc(-c4ccccc4Cl)nn32)cc1 (centres undefined)	14%	-1%	9.7%	0%	i	-10%	x	x	7%
CN1CCc2c(sc(/N=C/c3cc(Cl)ccc3O)c2C#N)C1	6%	-7%	6.9%	1%	i	u	2%	u	70%[activator]
CCc1ccccc1S(=O)(=O)Cc1ccc(C(=O)NCCc2ccccc2)o1	-27%	-31%	0.1%	1%	i	23%	-9%	9%	10%
O=C(NC1CCCC1)C1C2C=CC(C2)C1C(=O)N1CCOCC1 (centres undefined)	-1%	4%	0.2%	-3%	u	8%	8%	-3%	5%
COc1cc(Cl)c(C)cc1NC(=O)c1cc(CN2CCOCC2)on1	-2%	-25%	6.5%	0%	i	-28%	x	x	-2%
O=C(Cn1c(-c2cccs2)cc2ccccc21)NCc1ccccc1Br	-16%	-18%	8.8%	-27%	i	u	x	x	-24%
O=C(CNC(=O)c1ccccc1F)NCc1ccncc1	10%	-9%	-0.1%	4%	i	12%	6%	5%	1%
Nc1ccc(Sc2nnnn2-c2ccccc2)c(Cl)c1	-13%	-2%	-0.1%	-8%[1.84 µM]	i	u	13%	-2%	8%
O=C(CCn1c(=O)oc2cc(Cl)ccc21)Nc1ccc(O)cc1	-14%	-17%	-0.3%	0%	i	3%	1%	-3%	-4%
CCOC(=O)[C@]12CCC=C1N(CCC1=CCCCC1)C(=O)[C@H](CC(=O)NCc1cccc(C(F)(F)F)c1)C2	x	x	17%	x	u	x	-12%	x	-20%
CCc1cc(=O)oc2c3c(cc(OCC(=O)NCCCCCC(=O)O)c12)OC(C)(C)CC3	9%	6%	0.1%	-4%	i	-11%	3%	8%	1%
CC1CCN(C(=O)COC(=O)c2ccc(=O)n(Cc3ccccc3)n2)CC1	7%	3%	0.0%	-1%	i	4%	13%	8%	-4%
O=C1NC(=S)SC1=Cc1ccc2c(c1)OCO2	-1%	10%	0.2%	u	u	u	-11%	u	-9%
COc1cc(-c2cnc3c(NC=O)cc(-c4cccc(C(F)(F)F)c4)cn23)cc(OC)c1OC	u	-47%	4.6%	x	u	x	-21%	x	28µM*
COCc1nnc(NC(=O)CCCCCN2C(=O)c3ccccc3C2=O)s1	-29%	-3%	0.1%	-1%	i	u	9%	u	9%
CC(C)C(=O)Nc1nnc(Cc2c[nH]c3ccccc23)s1	0%	68%	4.7%	6%	u	2%	-8%	8.2µM*	-3%
Cc1ccc(-c2nc3c4ccccc4n(Cc4cccc(Cl)c4)c(=O)n3n2)cc1	-5%	-2%	1.1%	-1%	x	x	x	x	x
CCCC(=O)OCC(=O)Nc1ccc2c(c1)OCO2	8%	-15%	0.3%	-6%	i	0%	-3%	-1%	-15%
Cc1cc(C(=O)NCC(=O)OC(C(=O)Nc2cc(C(F)(F)F)ccc2Cl)c2ccccc2)ccc1[N+](=O)[O-] (centres undefined)	0%	-53%	0.1%	0%	i	-15%	-7%	-8%	5%
CCN(CC)c1ccc(/C=N/Nc2nc3ccccc3[nH]2)cc1	3%	-2%	u	u	5.6µM*	u	1%[57.1 µM]	9.2µM*	x
COc1ccccc1CNc1ccc(-c2nc(-c3ccccc3C)no2)cc1[N+](=O)[O-]	-9%	3%	-1.1%	0%	i	u	x	x	-4%
COc1cc(Cl)cc(C#N)c1OCC(=O)O	-6%	-1%	-0.1%	-1%	i	16%	9%	1%	2%
COc1cc(CCC(=O)NCc2ccc3c(c2)CCN3C(=O)c2ccccc2)cc(OC)c1OC	u	-25%	-0.7%	4%	x	x	x	x	x
O=C(/C=C/c1ccccc1)Nc1cc(-c2nc3cc(Cl)ccc3o2)ccc1Cl	-9%	-69%	10%	0%	i	18%	x	x	68%[activator]

Reprinted at random: 6 compounds from above
SMILES	TGFb inhibitor	HepG2 tox	Nrf2 ARE act	A549 tox	ATXN viability	Nrf2 inh	EPAC2 antag	MCF10A rereplic	ATXN2 expr inh
COc1cc(CCC(=O)NCc2ccc3c(c2)CCN3C(=O)c2ccccc2)cc(OC)c1OC	u	-25%	-0.7%	4%	x	x	x	x	x
COc1cc(Cl)cc(C#N)c1OCC(=O)O	-6%	-1%	-0.1%	-1%	i	16%	9%	1%	2%
Cc1cc(C(=O)NCC(=O)OC(C(=O)Nc2cc(C(F)(F)F)ccc2Cl)c2ccccc2)ccc1[N+](=O)[O-] (centres undefined)	0%	-53%	0.1%	0%	i	-15%	-7%	-8%	5%
O=C1NC(=S)SC1=Cc1ccc2c(c1)OCO2	-1%	10%	0.2%	u	u	u	-11%	u	-9%
Cc1ccc(-c2nc3c4ccccc4n(Cc4cccc(Cl)c4)c(=O)n3n2)cc1	-5%	-2%	1.1%	-1%	x	x	x	x	x
COCc1nnc(NC(=O)CCCCCN2C(=O)c3ccccc3C2=O)s1	-29%	-3%	0.1%	-1%	i	u	9%	u	9%

(continued)
SMILES	TGFb inhibitor	HepG2 tox	Nrf2 ARE act	A549 tox	ATXN viability	Nrf2 inh	EPAC2 antag	MCF10A rereplic	ATXN2 expr inh
CC(=O)N1CCN(CC(=O)Nc2ccc(C)c(F)c2)CC1	-1%	2%	-0.3%	0%	i	-1%	6%	0%	9%
CC(C)COC(=O)N1CCCCC1c1cc(C(=O)NCc2cccnc2)no1 (centres undefined)	1%	0%	-0.2%[9.22 µM]	x	i	x	-18%	x	3%
Cc1c(NC(=O)CSc2nnc(-c3ccncc3)o2)c(=O)n(-c2ccccc2)n1C	-1%	-6%	0.1%	-2%	i	3%	-1%	2%	-2%
O=C(N/N=C/c1ccc(O)cc1O)c1ccncc1	14%	21%	-1.2%	-17%	i	12µM*	5%	0%	22µM*
CCCCNC(=O)CN(c1ccc(Cl)c(Cl)c1)S(C)(=O)=O	0%	11%	-0.5%	2%	i	-26%	-1%	-2%	6%
O=C(O)c1ccc(S(=O)(=O)NN=Cc2c[nH]c3ccccc23)cc1	5%	-3%	3.1%	x	i	x	2%	x	x
Cc1nn2c(NCC(C)C)c3c(nc2c1-c1ccccc1)CCC3	-4%	6%	-0.4%	-2%	i	u	0%	18%	-6%
OC(c1cc(C(F)(F)F)nc2c(Cl)cc(Cl)cc12)C1CCCCN1 (centres undefined)	u	-118%	-1.6%	1%	u	-1%	21%	u	u
CS(=O)(=O)Nc1ccccc1C(=O)c1ccccc1	-5%	-11%	-0.7%	-2%	i	-8%	5%	-2%	0%
O=C1C(=O)C(Cl)=C(Cl)C(Cl)=C1Cl	24%	4%	3.8%	x	i	x	-6%	x	17%
CCOc1cc(C(=S)N2CCOCC2)cc(Br)c1OS(=O)(=O)c1ccccc1	-1%	-5%	2.4%	-2%	i	u	5%	u	-3%
Nn1c(SCC(=O)NCc2ccccc2)nnc1C1CC1	19%	-2%	0.0%	0%[1.84 µM]	i	u	19%	6%	11%
Cc1cc(C)n(-c2cc(N3CCN(S(=O)(=O)c4ccc5ccccc5c4)CC3)ccc2[N+](=O)[O-])n1	u	-3%	0.1%	-14%	i	-16%	16%	5%	-2%
CC(C)/C(=N\NC(=O)Nc1ccccc1)c1ccccc1	13%	-4%	-0.9%	-14%	i	u	5%	21%	12%
COc1cc(O)c2c(c1)OC(c1ccc(O)cc1)CC2=O (centres undefined)	u	-14%	-0.5%	-4%	i	5%	-12%	u	8%
COc1ccc(Cl)c2sc(N(CCN(C)C)C(=O)C3=COCCO3)nc12	-4%	2%	0.3%	3%	i	9%	-2%	22%	-7%
CCc1nc2ccc(C(=O)Nc3ccc(OC)c(OC)c3)cn2c1N(CC)Cc1cccc(Br)c1	u	-43%	-0.3%[9.22 µM]	x	u	x	-24%	x	u
CCOC(=O)c1cccc(NC(=O)CCn2nnc3ccccc32)c1	5%	1%	-0.6%	24%	i	-5%	-12%	17%	7%
CCOc1cc(C(=O)NC(CC(=O)O)c2ccc(OC3CCCC3)cc2)cc(OCC)c1OCC (centres undefined)	7%	-8%	-0.1%	17%	i	-11%	-10%	-12%	x
COc1cc(NC(=S)NC2CC(C)(C)NC(C)(C)C2)cc(OC)c1	-4%	-9%	0.2%	2%	i	u	10%	1%	-22%
CCC(=O)N1CCN(c2ccc(Cl)cc2NC(=O)c2ccc(Br)o2)CC1	-1%	0%	0.3%	-3%	u	-14%	17%	5%	-18%

Screening results from PubChem.
